Screening data: PubChem BioAssay, The Scripps Research Institute Molecular Screening Center
GPR151 activ: human GPR151 activation | Q8TDV0 | PathHunter beta-arrestin GPR151 cells, luminescence | activation, % at 11.2 µM | 1% of 650,000 active; in the data active = activation above about 4.9%;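 note: 0% = median of compound wells and 100% = cells with positive control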
Target sequence (Q8TDV0 whole entry, looked up): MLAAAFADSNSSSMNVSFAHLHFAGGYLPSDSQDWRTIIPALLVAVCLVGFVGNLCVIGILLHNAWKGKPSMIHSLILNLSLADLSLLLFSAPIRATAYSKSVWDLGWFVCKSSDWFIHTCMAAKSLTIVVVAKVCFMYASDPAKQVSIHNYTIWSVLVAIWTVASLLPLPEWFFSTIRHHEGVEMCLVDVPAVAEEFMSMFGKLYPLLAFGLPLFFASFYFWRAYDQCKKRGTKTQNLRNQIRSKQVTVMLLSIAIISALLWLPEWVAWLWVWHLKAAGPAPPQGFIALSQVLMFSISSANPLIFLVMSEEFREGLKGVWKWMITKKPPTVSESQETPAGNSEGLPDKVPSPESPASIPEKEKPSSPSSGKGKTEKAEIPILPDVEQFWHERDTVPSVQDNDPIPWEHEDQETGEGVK
TEAD-YAP inh: TEAD-YAP interaction inhibition; AID 1259422; inhibition, % at 9.12 µM; 1.4% of 640,000 active; HEK-TIYL cells, TEAD-Gal4/YAP UAS-luciferase luminescence; in the data active = inhibition above about 32%;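 note: 0% = median of test compound wells and 100% = reference inhibitor wells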
MITF inh: human MITF inhibition, primary screen | O75030 | AlphaScreen MITF homodimerization, bead proximity signal | inhibition, % at 2.6 µM | 0.91% of 650,000 active; in the data active = inhibition above about 50%;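 note: 0% = vehicle wells with protein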
FBW7 act: human FBW7 E3 ligase activation, primary screen | Q969H0 | AlphaScreen FBW7–phospho-cyclin E peptide binding, activator screen | normalized activity (activation), % at 26.1 µM | 0.13% of 650,000 active; in the data active = normalized activity above about 1.9%;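 note: purified mutant Fbw7 with reduced substrate affinity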
Target sequence (Q969H0 whole entry, looked up): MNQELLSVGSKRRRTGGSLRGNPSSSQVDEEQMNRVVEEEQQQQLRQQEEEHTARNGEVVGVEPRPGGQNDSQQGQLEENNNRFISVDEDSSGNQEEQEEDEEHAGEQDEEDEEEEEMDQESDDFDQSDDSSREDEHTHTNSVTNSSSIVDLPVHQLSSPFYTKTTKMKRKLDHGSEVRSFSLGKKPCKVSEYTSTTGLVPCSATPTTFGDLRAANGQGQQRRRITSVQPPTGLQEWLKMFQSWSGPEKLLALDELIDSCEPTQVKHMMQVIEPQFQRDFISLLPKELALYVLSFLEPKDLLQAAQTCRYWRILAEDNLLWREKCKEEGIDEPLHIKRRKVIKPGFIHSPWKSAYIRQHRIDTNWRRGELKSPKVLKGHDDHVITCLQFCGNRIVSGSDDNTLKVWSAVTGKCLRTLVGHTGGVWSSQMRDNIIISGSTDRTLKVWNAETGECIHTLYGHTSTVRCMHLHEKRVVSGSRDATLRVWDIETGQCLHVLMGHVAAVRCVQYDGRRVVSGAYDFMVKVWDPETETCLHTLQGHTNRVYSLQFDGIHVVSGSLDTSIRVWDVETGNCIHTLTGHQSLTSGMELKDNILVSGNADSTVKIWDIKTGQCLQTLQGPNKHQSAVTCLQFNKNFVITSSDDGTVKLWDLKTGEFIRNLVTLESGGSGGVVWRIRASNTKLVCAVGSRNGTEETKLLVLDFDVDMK
Active calls of the source: *.

Results for NCCCNc1ccc(Cl)cc1[N+](=O)[O-] ?
GPR151 activ: -0.3; TEAD-YAP inh: 4; MITF inh: 29; FBW7 act: 0.6

Results for CC(/C=C/c1ccc2c(c1)OCO2)=N\NC(=O)c1ccccn1 ?
GPR151 activ: -1.0; TEAD-YAP inh: -43; MITF inh: 5; FBW7 act: -0.1

Results for O=C(Nc1cc(NC(=O)C(F)(F)F)cc([N+](=O)[O-])c1)C(F)(F)F ?
GPR151 activ: 0.0; TEAD-YAP inh: 3; MITF inh: 11; FBW7 act: 0.1

Results for CCOc1ccc2nc(Nc3nc(O)c(C)c(=O)[nH]3)nc(C)c2c1 ?
GPR151 activ: 2.8; TEAD-YAP inh: -6; MITF inh: 22; FBW7 act: 1.4

What do the screens show for `COc1cc2c(-c3ccc(C)cc3)nc3c(c(C)nn3-c3ccccc3)c2cc1OC`?
GPR151 activ: -0.7; TEAD-YAP inh: 2; MITF inh: 3; FBW7 act: -0.1

Results for CCOC(=O)C(=O)C(C#N)c1ccc(OC(C)C)cc1 (centres undefined) ?
GPR151 activ: -2.0; TEAD-YAP inh: 3; MITF inh: -1; FBW7 act: -0.2

Results for Cc1ccc(-c2nnn(CC(=O)Nc3ccccc3-c3ccc(C)o3)n2)cc1 ?
GPR151 activ: 0.6; TEAD-YAP inh: -8; MITF inh: 5; FBW7 act: -0.1

What do the screens show for `CC[N+](CC)(CC)CCOc1ccc(/C=C/c2ccccc2)cc1`?
GPR151 activ: -0.4; MITF inh: 15; FBW7 act: 0.2

How did COc1ccc(Cl)cc1NC(=O)c1c(O)c2c([nH]c1=O)CCCC2 do in these assays?
GPR151 activ: -0.5; TEAD-YAP inh: -1; MITF inh: 2; FBW7 act: 0.6

How did CCN(CC)c1ccc2cc(-c3csc(-c4ccc(N(C)C)cc4)n3)c(=O)oc2c1 do in these assays?
GPR151 activ: -1.4; TEAD-YAP inh: 10; MITF inh: 13; FBW7 act: 0.3

Results for NNC(=O)Cc1cccs1 ?
GPR151 activ: 0.9; TEAD-YAP inh: -16; MITF inh: -7; FBW7 act: -0.1

How did Cc1cccc(NC(=O)CSc2nc3c(c(=O)n2C)SCC3)c1C do in these assays?
GPR151 activ: -0.7; TEAD-YAP inh: 37*; MITF inh: 3; FBW7 act: 0.0

Results for Cc1ccc(/C=C/c2nc(C#N)c(N3CCN(C(=O)c4ccc(Cl)cc4)CC3)o2)cc1 ?
GPR151 activ: -0.4; TEAD-YAP inh: -3; MITF inh: -6; FBW7 act: -0.1

How did O=C(Nc1ccc(Cl)c(Cl)c1)c1cnn2c1NC(c1ccc(Br)cc1)CC2C(F)(F)F (centres undefined) do in these assays?
GPR151 activ: -2.3; TEAD-YAP inh: -3; MITF inh: 0; FBW7 act: 0.7

Results for O=[N+]([O-])c1ccc(CNc2ccc(F)cc2)s1 ?
GPR151 activ: 0.5; TEAD-YAP inh: 14; MITF inh: 2; FBW7 act: -0.1

What do the screens show for `CN1CCN(c2cc(N3CCN(S(=O)(=O)c4ccc(Cl)cc4)CC3)ccc2[N+](=O)[O-])CC1`?
GPR151 activ: 2.8; TEAD-YAP inh: 6; MITF inh: -7; FBW7 act: -0.3

Results for COc1ccc(-n2nc3c(c2NC(=O)c2cc(Cl)ccc2OC)CSC3)cc1 ?
GPR151 activ: 0.3; TEAD-YAP inh: 10; MITF inh: -5; FBW7 act: 0.0

What do the screens show for `O=C(Cc1ccccc1)Nc1ccnn1C1CCN(C(=O)C2CCOC2)CC1` (centres undefined)?
GPR151 activ: 1.2; TEAD-YAP inh: -16; MITF inh: 13; FBW7 act: 0.2

What do the screens show for `CCN=C1SC(C(=O)Nc2ccc(F)cc2)CC(=O)N1CC` (centres undefined)?
GPR151 activ: -0.3; TEAD-YAP inh: -5; MITF inh: 12; FBW7 act: 0.1

What do the screens show for `COC(=O)c1ccccc1NC(=O)c1c(O)c2cccc3c2n(c1=O)CCC3`?
GPR151 activ: 2.9; TEAD-YAP inh: -7; MITF inh: -2; FBW7 act: 0.0

How did O=C(/C=C/c1ccc(Br)cc1)Nc1ccc(Br)cc1 do in these assays?
GPR151 activ: -2.1; TEAD-YAP inh: -3; MITF inh: -1; FBW7 act: 0.0

Results for COC(=O)C(C)N(C(=O)c1ccccc1[N+](=O)[O-])c1c(C)cccc1C (centres undefined) ?
GPR151 activ: -0.1; TEAD-YAP inh: 7; MITF inh: 13; FBW7 act: 0.8

Results for O=C(Nc1ccccc1Br)c1ccc2nccnc2c1 ?
GPR151 activ: -1.0; TEAD-YAP inh: -23; MITF inh: 6; FBW7 act: 0.0

How did CCCNc1nc2c(C)cccn2c(=O)c1/C=C1\SC(=S)N(C)C1=O do in these assays?
GPR151 activ: -0.3; TEAD-YAP inh: 10; MITF inh: 13; FBW7 act: 0.3

Results for COc1cc2c(cc1OC)C(COc1ccc(C(C)C)cc1)N(C(=O)c1ccco1)CC2 (centres undefined) ?
GPR151 activ: 1.7; TEAD-YAP inh: 4; MITF inh: 21; FBW7 act: 0.0

Results for Nc1cccc(S(=O)(=O)NCc2cccnc2)c1 ?
GPR151 activ: -1.1; TEAD-YAP inh: -12; MITF inh: 19; FBW7 act: 0.9

What do the screens show for `O=C(COc1ccc(Cl)cc1)NNC(=O)c1ccc(=O)[nH]c1`?
GPR151 activ: -0.4; TEAD-YAP inh: -1; MITF inh: 68*; FBW7 act: -0.2

What do the screens show for `Cc1sc(NC(=O)c2ccc(-c3ccccc3)cc2)nc1-c1ccccc1`?
GPR151 activ: 0.3; TEAD-YAP inh: -5; MITF inh: 7; FBW7 act: 0.1

How did O=C(NC1(c2cccc(F)c2)CCCC1)c1cncnc1 do in these assays?
GPR151 activ: 0.6; TEAD-YAP inh: 11; MITF inh: 7; FBW7 act: 0.2

How did C#CCN1C(=O)C(O)(CC(=O)c2ccc(Br)cc2)c2ccccc21 (centres undefined) do in these assays?
GPR151 activ: 4.0; TEAD-YAP inh: -1; MITF inh: 6; FBW7 act: 0.1

Results for O=C(NC(=O)N1CCCCC1)c1ccc(Cl)cc1 ?
GPR151 activ: -0.6; TEAD-YAP inh: 9; MITF inh: 1; FBW7 act: -0.1

How did Cc1cccn2c(=O)c3c(nc12)CCN(C(=O)NC1CCN(C(=O)C(F)(F)F)CC1)C3 do in these assays?
GPR151 activ: 1.9; TEAD-YAP inh: 5; MITF inh: -164; FBW7 act: 0.0

Results for CCOC(=O)CC(=O)CSc1nc2cc(OC)ccc2cc1CC ?
GPR151 activ: -0.6; TEAD-YAP inh: 7; MITF inh: 22; FBW7 act: 0.2

What do the screens show for `COc1ccccc1CC(=O)N1CCCC1`?
GPR151 activ: -1.2; TEAD-YAP inh: 0; MITF inh: 5; FBW7 act: 0.7

How did CCN(CC)S(=O)(=O)c1ccc2[nH]c3nc(SCc4cc(=O)n5cc(Br)ccc5n4)nnc3c2c1 do in these assays?
GPR151 activ: 1.1; TEAD-YAP inh: -1; MITF inh: 2; FBW7 act: 0.0

What do the screens show for `Cc1cc(NC(=O)Cc2ccc3ccccc3c2)n(C(C)C)n1`?
GPR151 activ: -1.8; TEAD-YAP inh: -7; MITF inh: -9; FBW7 act: 0.0

What do the screens show for `CS(=O)(=O)NCc1ccc(C(=O)NCc2ccccc2)cc1`?
GPR151 activ: -0.1; TEAD-YAP inh: 0; MITF inh: -17; FBW7 act: 0.0

Results for N#C/C(=N/Nc1ccccc1F)C(=N)N1CCOCC1 ?
GPR151 activ: 0.7; TEAD-YAP inh: -42; MITF inh: 3; FBW7 act: -0.1

Results for CCOc1ccc(CC(=O)Nc2c(C(=O)CCC(=O)OC)oc3ccccc23)cc1OCC ?
GPR151 activ: 0.6; TEAD-YAP inh: 9; MITF inh: 2; FBW7 act: 0.0

What do the screens show for `Cc1cc(NC(=O)C(C)C)ncc1NC(=O)Cc1ccccc1`?
GPR151 activ: 1.2; TEAD-YAP inh: 9; MITF inh: 6; FBW7 act: 0.0

Random excerpt: seven records from the list
Results for O=C(NC(=O)N1CCCCC1)c1ccc(Cl)cc1 ?
GPR151 activ: -0.6; TEAD-YAP inh: 9; MITF inh: 1; FBW7 act: -0.1

What do the screens show for `Cc1cc(NC(=O)Cc2ccc3ccccc3c2)n(C(C)C)n1`?
GPR151 activ: -1.8; TEAD-YAP inh: -7; MITF inh: -9; FBW7 act: 0.0

How did CCN(CC)S(=O)(=O)c1ccc2[nH]c3nc(SCc4cc(=O)n5cc(Br)ccc5n4)nnc3c2c1 do in these assays?
GPR151 activ: 1.1; TEAD-YAP inh: -1; MITF inh: 2; FBW7 act: 0.0

Results for N#C/C(=N/Nc1ccccc1F)C(=N)N1CCOCC1 ?
GPR151 activ: 0.7; TEAD-YAP inh: -42; MITF inh: 3; FBW7 act: -0.1

Results for CCOC(=O)CC(=O)CSc1nc2cc(OC)ccc2cc1CC ?
GPR151 activ: -0.6; TEAD-YAP inh: 7; MITF inh: 22; FBW7 act: 0.2

What do the screens show for `Cc1cc(NC(=O)C(C)C)ncc1NC(=O)Cc1ccccc1`?
GPR151 activ: 1.2; TEAD-YAP inh: 9; MITF inh: 6; FBW7 act: 0.0

What do the screens show for `COc1ccccc1CC(=O)N1CCCC1`?
GPR151 activ: -1.2; TEAD-YAP inh: 0; MITF inh: 5; FBW7 act: 0.7

Further records
How did COc1ccc(OCc2nc3ccccc3n2C(C)C)cc1 do in these assays?
GPR151 activ: 1.0; TEAD-YAP inh: -1; MITF inh: -6; FBW7 act: -0.1

What do the screens show for `CC1C2C=CC(C2=C2CCCC2)C1C(=O)N(C=O)Cc1ccccc1` (centres undefined)?
GPR151 activ: -0.4; TEAD-YAP inh: 6; MITF inh: -8; FBW7 act: 0.0

Results for Nc1ccc(C(=O)OCC(=O)Nc2ccc3c(c2)OCCO3)cc1 ?
GPR151 activ: 0.1; TEAD-YAP inh: -51; MITF inh: -5; FBW7 act: 0.0

Results for NC(=O)NC1c2ccccc2-c2ccccc21 ?
GPR151 activ: -0.3; TEAD-YAP inh: -1; MITF inh: -6; FBW7 act: -0.2

How did COc1ccc(CN2CCN(C3CCN(Cc4ccccc4)CC3)CC2)c(OC)c1 do in these assays?
GPR151 activ: -0.3; TEAD-YAP inh: 7; MITF inh: 38; FBW7 act: 0.9

Results for Cc1ccc(CN2C(=O)CSc3ccccc32)cc1 ?
GPR151 activ: -1.7; TEAD-YAP inh: -2; MITF inh: 10; FBW7 act: 0.1

What do the screens show for `CC1(C)C(=O)OC(c2ccc(F)cc2)C2(CCCCC2)C1=O` (centres undefined)?
GPR151 activ: -0.7; TEAD-YAP inh: 5; MITF inh: 1; FBW7 act: 0.2

What do the screens show for `O=C(Nc1ccccc1)N(NC(=O)C(O)(c1ccccc1)c1ccccc1)C(c1ccccc1)c1ccccc1`?
GPR151 activ: -0.1; TEAD-YAP inh: -6; MITF inh: 0; FBW7 act: 0.0

What do the screens show for `CCOC(=O)C1=C(C)N=c2s/c(=C\c3cccs3)c(=O)n2C1c1ccc(OC)c2ccccc12` (centres undefined)?
GPR151 activ: 0.0; TEAD-YAP inh: -7; MITF inh: 2; FBW7 act: -0.3

How did CC1CCN(C(=O)c2ccc(S(=O)(=O)N3CCOCC3)cc2)CC1 do in these assays?
GPR151 activ: -1.3; TEAD-YAP inh: 5; MITF inh: -6; FBW7 act: 0.0

How did O=C(c1ccc(CS(=O)c2ccccc2)o1)N1CCN(c2ccccc2)CC1 (centres undefined) do in these assays?
GPR151 activ: 0.7; TEAD-YAP inh: 42*; MITF inh: 10; FBW7 act: 0.1

Results for O=C(CSc1nc2ccccc2c2nc(-c3ccccc3)nn12)c1ccc(Br)cc1 ?
GPR151 activ: 1.0; TEAD-YAP inh: 0; MITF inh: 15; FBW7 act: 0.4

Results for COc1ccc(N2CC(O)(c3ccccc3)[N+]3=C2CCCC3)cc1 (centres undefined) ?
GPR151 activ: 1.1; TEAD-YAP inh: -6; MITF inh: -1; FBW7 act: -0.1

What do the screens show for `O=C(CN1CCOCC1)OCCCc1ccccc1`?
GPR151 activ: -0.3; TEAD-YAP inh: 4; MITF inh: 8; FBW7 act: 0.1

How did C=CCC(O)(CC=C)CNC1CCN(c2ccc(CC(=O)N3CCC(O)CC3)cc2)CC1 do in these assays?
GPR151 activ: -0.1; TEAD-YAP inh: 2; MITF inh: 1; FBW7 act: 0.3

What do the screens show for `COc1cc(CN2CCN(c3ncccn3)CC2)cc(OC)c1`?
GPR151 activ: 1.4; TEAD-YAP inh: -6; MITF inh: 7; FBW7 act: 0.0

Results for Cc1cc(=O)[nH]c(N/N=C/c2ccc(OC(=O)c3ccco3)cc2OC(=O)c2ccco2)n1 ?
GPR151 activ: -2.5; TEAD-YAP inh: 0; MITF inh: 12; FBW7 act: -0.7

How did Cc1[nH]c2ccccc2c1C(=O)C(C)OC(=O)C1CCC1 (centres undefined) do in these assays?
GPR151 activ: -2.3; TEAD-YAP inh: -1; MITF inh: -8; FBW7 act: 0.0

How did Cc1ccc(S(=O)(=O)NC(C(=O)O)C23CC4CC(CC(C4)C2)C3)cc1 (centres undefined) do in these assays?
GPR151 activ: 0.0; TEAD-YAP inh: 6; MITF inh: -19; FBW7 act: -0.1

What do the screens show for `CCOC(=O)NC(Nc1nnc(C(F)(F)F)s1)(C(F)(F)F)C(F)(F)F`?
GPR151 activ: 0.4; TEAD-YAP inh: 5; MITF inh: -8; FBW7 act: -0.1

Results for CC1CCc2ccccc2N1C(=O)c1ccc(N2CC3CC(C2)c2cccc(=O)n2C3)c(NC(=O)c2cccc(C(F)(F)F)c2)c1 (centres undefined) ?
GPR151 activ: -0.6; TEAD-YAP inh: -3; MITF inh: -8; FBW7 act: -0.1

How did Cc1cccc(NC(=O)Cn2cnc3sc(C)c(S(=O)(=O)N4CCOCC4)c3c2=O)n1 do in these assays?
GPR151 activ: -0.4; TEAD-YAP inh: 7; MITF inh: -1; FBW7 act: 0.1
